# TEAD-YAP inh – TEAD-YAP interaction inhibition; HEK-TIYL cells, TEAD-Gal4/YAP UAS-luciferase luminescence; inhibition, % at 9.12 µM; 1.4% of 640,000 active; AID 1259422; in the data active means inhibition above about 32%;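 further: 0% = median of test compound wells and 100% = reference inhibitor wells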
# FBW7 act – activators of human E3 ligase FBW7; AlphaScreen FBW7–phospho-cyclin E peptide binding, activator screen; Q969H0; normalized activity (activation), % at 26.1 µM; AID 1259310; 0.13% of 650,000 active; in the data active means normalized activity above about 1.9%;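 further: purified mutant Fbw7 with reduced substrate affinity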
# MITF primary – blocks human microphthalmia-associated transcription factor | AlphaScreen MITF homodimerization, bead proximity signal | 0.91% of 650,000 active | inhibition, % at 2.6 µM | AID 1259374; in the data active means inhibition above about 50%;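 further: 0% = vehicle wells with protein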
# Target sequence (O75030 whole entry, looked up): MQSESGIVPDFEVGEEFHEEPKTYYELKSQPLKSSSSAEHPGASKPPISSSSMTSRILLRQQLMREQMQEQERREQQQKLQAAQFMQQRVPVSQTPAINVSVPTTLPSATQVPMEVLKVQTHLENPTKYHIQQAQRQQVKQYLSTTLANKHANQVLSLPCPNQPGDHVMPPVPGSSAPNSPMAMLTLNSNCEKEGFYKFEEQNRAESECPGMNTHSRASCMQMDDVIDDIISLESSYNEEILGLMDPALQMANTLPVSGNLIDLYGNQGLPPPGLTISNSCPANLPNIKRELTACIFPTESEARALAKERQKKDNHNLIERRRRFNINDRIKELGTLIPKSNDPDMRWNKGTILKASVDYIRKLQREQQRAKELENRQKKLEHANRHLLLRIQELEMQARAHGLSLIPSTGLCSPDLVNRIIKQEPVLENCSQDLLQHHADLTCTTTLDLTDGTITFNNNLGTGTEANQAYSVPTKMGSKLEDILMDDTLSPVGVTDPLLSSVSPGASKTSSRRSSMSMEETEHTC
# GPR151 ag – human GPR151 activation. PathHunter beta-arrestin GPR151 cells, luminescence. activation, % at 11.2 µM. 1% of 650,000 active. AID 1508602; in the data active means activation above about 4.9%;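 further: 0% = median of compound wells and 100% = cells with positive control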
# Target sequence (Q8TDV0 whole entry, looked up): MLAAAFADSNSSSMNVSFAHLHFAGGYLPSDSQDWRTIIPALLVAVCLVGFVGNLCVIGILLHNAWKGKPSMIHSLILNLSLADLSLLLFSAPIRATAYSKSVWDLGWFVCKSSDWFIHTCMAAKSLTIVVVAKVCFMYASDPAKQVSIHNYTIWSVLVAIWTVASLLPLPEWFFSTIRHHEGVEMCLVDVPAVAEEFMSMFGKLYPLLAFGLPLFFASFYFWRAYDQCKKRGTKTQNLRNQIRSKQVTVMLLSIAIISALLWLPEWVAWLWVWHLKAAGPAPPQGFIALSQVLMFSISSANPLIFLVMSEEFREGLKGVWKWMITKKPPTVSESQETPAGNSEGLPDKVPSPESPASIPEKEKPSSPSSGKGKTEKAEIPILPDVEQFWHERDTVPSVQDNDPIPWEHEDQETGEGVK
# * hit, by the source's call. Compounds were not picked by outcome; about 3.5% have a hit in one of these screens.
item	smiles	FBW7 act	MITF primary
1	Cc1ccc(-c2nc3ccccc3s2)cc1NC(=O)c1cccnc1Cl	-0.1	9
2	CC1=C(C(=O)Nc2ccccc2)C(c2ccco2)C(C#N)=C(SCC(=O)Nc2cccc(S(=O)(=O)N(C)C)c2)N1 (stereo unspecified)	-0.1	1
3	COCCNC(=O)/C(C#N)=C/c1c(Oc2ccc(OC)cc2)nc2c(C)cccn2c1=O	0.1	7
4	O=C(Cc1ccccc1)Nc1c2c(nn1-c1ccc([N+](=O)[O-])cc1)CS(=O)(=O)C2	-0.2	-4
5	COc1cc(-c2nc3ncccn3c2Nc2ccc(OC)c(OC)c2)ccc1O	0.4	4
6	O=C(CN1C(=O)CSCC1=O)NCc1ccc(F)cc1	-0.1	0
7	c1cnc(Nc2nc(Nc3ccc(N4CCOCC4)cc3)c3[nH]cnc3n2)nc1	-0.1	2
8	COc1ccc(NC(=O)c2c(NC(C)=O)sc3c2CCC(C(C)(C)C)C3)cc1 (stereo unspecified)	0.0	7

item	GPR151 ag	TEAD-YAP inh
1	2.5	-44
2	1.1	16
3	0.4	10
4	1.6	-3
5	0.7	-19
6	-0.1	2
7	-0.5	25
8	0.5	8

# (further entries)
item	smiles	FBW7 act	MITF primary
9	O=C(C1CCCO1)N(c1ccc(Cl)cc1)C1C=CS(=O)(=O)C1 (stereo unspecified)	0.0	10
10	COc1ccc(OC)c(NC(=O)NCCc2cccc(Cl)c2)c1	-0.3	-8
11	NC(=O)CC[C@H](NC(=O)c1ccc(F)cc1)C(=O)Nc1ccc2oc3ccccc3c2c1	0.0	0
12	O=C(NCc1ccc(F)cc1)C(=O)c1c[nH]c2ccccc12	0.0	17
13	O=C(CCCn1c(SCC(=O)NCCC2=CCCCC2)nc2ccccc2c1=O)NCc1cccc(Cl)c1	-0.2	-17
14	CC(C)NC(=O)CN(c1ccc(F)cc1)S(=O)(=O)c1ccc2c(c1)OCCO2	0.0	-8
15	COc1ccc(S(=O)(=O)N2CCc3ccccc3C2)cc1OC	0.0	-12
16	CCN1C(=O)C(=Cc2ccc(-c3ccc(C(C)=O)cc3)o2)C(=O)N(CC)C1=S	-0.3	78*

item	GPR151 ag	TEAD-YAP inh
9	9.6*	-9
10	0.8	-4
11	4.4	7
12	-1.2	-3
13	-0.3	2
14	0.7	-1
15	-1.0	-18
16	0.9	-7

# Other compounds follow:
item	smiles	FBW7 act	MITF primary
17	COc1cccc(NC(=S)N(CCN2CCCCC2)Cc2ccco2)c1	-0.5	-6
18	O=C(CN(C(=O)c1ccccc1Cl)N1C(=O)CCC1=O)c1ccc([N+](=O)[O-])cc1	0.0	-7
19	Cc1ccccc1OCC(=O)Nc1ccc(I)cc1	0.0	8
20	CCC(CC)C(=O)Nc1ccc(-c2cn3ccsc3n2)cc1	0.0	5
21	CN(CC(=O)Nc1ncn[nH]1)S(=O)(=O)c1ccc2ccccc2c1	0.5	24
22	Cc1nc2ncccc2c(=O)n1-c1cccc(NC(=O)COc2ccccc2)c1	0.1	10
23	O=C(CC1C(=O)NCCN1Cc1c(F)cccc1Cl)NCCn1ccc2ccccc21 (stereo unspecified)	-0.1	2
24	Cc1ccc(NC(=O)COC(=O)c2cc[n+]([O-])cc2)cc1C	0.0	77*

item	GPR151 ag	TEAD-YAP inh
17	-0.2	-6
18	2.2	-2
19	-0.3	-4
20	-0.2	-10
21	-1.8	13
22	1.3	-3
23	-0.3	5
24	2.7	-18

# The results go on.
item	smiles	FBW7 act	MITF primary
25	OCC1COC(Cn2ccnc2)(c2ccc(Cl)cc2Cl)O1 (stereo unspecified)	-0.1	45
26	Cc1occc1C(=O)Nc1sc(Cc2ccccc2)cc1C(N)=O	0.0	-2
27	O=C(c1ccco1)N1CCN(C(=O)c2cnn(-c3ccccc3Cl)c2-n2cccc2)CC1	0.4	14
28	COc1ccc(NC(=O)c2sc3cc(C)ccc3c2Cl)c(OC)c1	0.0	-2
29	Cc1c(C(=O)Nc2ccc(Cl)cc2)sc2ncnc(N3CCN(c4ccccn4)CC3)c12	-0.1	0
30	CCOC(=O)c1c(NC(=O)C(C)Sc2nnc(CNC(=O)c3ccccc3F)n2-c2cccc(C)c2)sc2c1CCC2 (stereo unspecified)	-0.1	-8
31	COC(=O)c1cc(C(=O)Nc2nc(C)cc(C)n2)cc([N+](=O)[O-])c1	0.1	-1
32	Cc1ccc(N=Cc2c(O)n(-c3nccs3)c(=O)c3ccccc23)c(C)c1	0.1	-8

item	GPR151 ag	TEAD-YAP inh
25	0.1	-6
26	0.4	-14
27	-1.4	-2
28	-0.4	7
29	-1.6	2
30	1.2	-9
31	1.2	-7
32	-2.1	0

# Part of the list above in order of length of the SMILES, high to low.
item	smiles	FBW7 act	MITF primary
30	CCOC(=O)c1c(NC(=O)C(C)Sc2nnc(CNC(=O)c3ccccc3F)n2-c2cccc(C)c2)sc2c1CCC2 (stereo unspecified)	-0.1	-8
13	O=C(CCCn1c(SCC(=O)NCCC2=CCCCC2)nc2ccccc2c1=O)NCc1cccc(Cl)c1	-0.2	-17
27	O=C(c1ccco1)N1CCN(C(=O)c2cnn(-c3ccccc3Cl)c2-n2cccc2)CC1	0.4	14
16	CCN1C(=O)C(=Cc2ccc(-c3ccc(C(C)=O)cc3)o2)C(=O)N(CC)C1=S	-0.3	78*
14	CC(C)NC(=O)CN(c1ccc(F)cc1)S(=O)(=O)c1ccc2c(c1)OCCO2	0.0	-8
32	Cc1ccc(N=Cc2c(O)n(-c3nccs3)c(=O)c3ccccc23)c(C)c1	0.1	-8
22	Cc1nc2ncccc2c(=O)n1-c1cccc(NC(=O)COc2ccccc2)c1	0.1	10
21	CN(CC(=O)Nc1ncn[nH]1)S(=O)(=O)c1ccc2ccccc2c1	0.5	24
24	Cc1ccc(NC(=O)COC(=O)c2cc[n+]([O-])cc2)cc1C	0.0	77*
28	COc1ccc(NC(=O)c2sc3cc(C)ccc3c2Cl)c(OC)c1	0.0	-2

item	GPR151 ag	TEAD-YAP inh
30	1.2	-9
13	-0.3	2
27	-1.4	-2
16	0.9	-7
14	0.7	-1
32	-2.1	0
22	1.3	-3
21	-1.8	13
24	2.7	-18
28	-0.4	7

item	smiles	FBW7 act	MITF primary
17	COc1cccc(NC(=S)N(CCN2CCCCC2)Cc2ccco2)c1	-0.5	-6
26	Cc1occc1C(=O)Nc1sc(Cc2ccccc2)cc1C(N)=O	0.0	-2
15	COc1ccc(S(=O)(=O)N2CCc3ccccc3C2)cc1OC	0.0	-12
20	CCC(CC)C(=O)Nc1ccc(-c2cn3ccsc3n2)cc1	0.0	5
25	OCC1COC(Cn2ccnc2)(c2ccc(Cl)cc2Cl)O1 (stereo unspecified)	-0.1	45
19	Cc1ccccc1OCC(=O)Nc1ccc(I)cc1	0.0	8

item	GPR151 ag	TEAD-YAP inh
17	-0.2	-6
26	0.4	-14
15	-1.0	-18
20	-0.2	-10
25	0.1	-6
19	-0.3	-4

# Next records follow:
item	smiles	FBW7 act	MITF primary
33	O=C(Nc1ccccc1Br)C(=O)N1CCCC1	0.1	10
34	CC1CC(C)CN(S(=O)(=O)c2ccc(C(=O)OCC(=O)c3ccc[nH]3)cc2)C1 (stereo unspecified)	0.0	11
35	CC(C(=O)O)n1cnc2ccccc2c1=O (stereo unspecified)	0.2	19
36	CN1C[C@@H]2C[C@@H](c3cn(-c4ccccc4)nc3-c3ccccc3)N3CCC[C@@]23C1=O	0.0	1
37	CSc1ncccc1C(=O)OCCCC(=O)c1ccc(F)cc1	0.3	0
38	O=C(CSc1ncc(CO)n1Cc1ccc(Cl)cc1)NCc1ccco1	0.0	16
39	O=[N+]([O-])c1ccc(SNC23CC4CC(CC(C4)C2)C3)cc1	0.7	11
40	Nn1c(SCC(=O)N2CCCCCC2)nnc1-c1ccncc1	0.1	11

item	GPR151 ag	TEAD-YAP inh
33	-1.1	-14
34	2.4	12
35	2.8	-4
36	4.7	2
37	0.0	-7
38	1.7	7
39	-1.4	2
40	-0.5	-5

# Continuation:
item	smiles	FBW7 act	MITF primary
41	COc1cccc(-c2nc(-c3ccncc3)no2)c1	0.7	9
42	O=C(COC(=O)CN1C(=O)c2ccccc2C1=O)Nc1ccc(OC(F)F)cc1	-0.2	-5
43	CC(C)(CNc1ccc([N+](=O)[O-])cc1C#N)N1CCOCC1	0.0	-5
44	O=C1NC(CC(=O)N2CCCCC2c2nc3ccccc3[nH]2)c2ccccc21 (stereo unspecified)	-0.2	-4
45	CC(C)(C)n1nc2c(c1NC(=O)Cc1cccc3ccccc13)CS(=O)C2 (stereo unspecified)	0.0	5
46	NC(=O)CN(Cc1ccc(Br)cc1)S(=O)(=O)c1ccc(Cl)cc1	0.2	-6
47	C=CCOc1ccc(C(C2=C(O)CC(C)(C)CC2=O)C2C(=O)CC(C)(C)CC2=O)cc1 (stereo unspecified)	0.7	13
48	COc1ccc(S(=O)(=O)N=Nc2c(O)[nH]c3ccccc23)cc1	0.1	8

item	GPR151 ag	TEAD-YAP inh
41	-8.6	-49
42	-0.4	1
43	-1.1	-2
44	-0.6	-4
45	0.0	9
46	-0.2	1
47	-0.8	-4
48	0.1	-3

# Next compounds.
item	smiles	FBW7 act	MITF primary
49	Cc1ccc(C(=O)Nc2ccc(-c3nnc4n3CCCCC4)cc2)cc1	0.0	-3
50	O=C(c1ccc(COc2ccc(F)cc2)o1)n1cccn1	-0.1	9
51	Cc1ccc(Oc2cccc(NC(=O)Nc3cccc(C)c3C)c2)nn1	0.8	6
52	CCOc1ccc(C2C(=O)N(C3CCCCCC3)CC(=O)N2C2CC2)cc1OC (stereo unspecified)	0.1	1
53	CC(C)CC(C(=O)NC(C)c1ccccc1)N1C(=O)c2ccccc2C1=O (stereo unspecified)	0.1	-2
54	CCOC(=O)N1CCC(NC(=O)c2ccc(N3CC4CC(C3)c3cccc(=O)n3C4)c(NC(=O)c3ccc(Br)o3)c2)CC1 (stereo unspecified)	-0.1	-3
55	COCCNC(=O)CN1C(=O)/C(=C\c2ccccc2Cl)Sc2ccccc21	0.2	3
56	Cc1cccn2c(CN(C)C(C)c3ccon3)c(C(=O)N(C)CCc3ccccc3)nc12 (stereo unspecified)	0.1	11

item	GPR151 ag	TEAD-YAP inh
49	-0.1	13
50	-7.7	2
51	2.1	4
52	0.1	4
53	-1.1	8
54	0.0	-7
55	-0.7	-6
56	0.1	8

# Later entries
item	smiles	FBW7 act	MITF primary
57	COC(=O)c1nnn(-c2nonc2N)c1CSC1=NCCS1	0.0	3
58	O=C(CNC(=O)C1COc2ccccc2O1)N=Nc1c(O)[nH]c2ccc([N+](=O)[O-])cc12 (stereo unspecified)	0.6	11
59	O=C(NCCN1CCOCC1)c1cccc(NCc2cccnc2)n1	0.1	3
60	COc1ccc(C(C)NC(=O)c2ccc(Cl)cc2)cc1OC (stereo unspecified)	-0.1	-1
61	O=C(Cn1cnc2sc3c(c2c1=O)CCCC3)NCC(=O)Nc1ccc2c(c1)OCO2	-0.1	2
62	N#CCOC(=O)/C=C/c1cccc([N+](=O)[O-])c1	-0.1	1
63	CCCCOc1cccc(C(=O)Nc2cccc(C)n2)c1	0.0	1
64	COC(=O)c1ccc(NC(=O)c2noc3c2COc2ccccc2-3)cc1	0.1	-9

item	GPR151 ag	TEAD-YAP inh
57	-0.7	13
58	-1.2	9
59	0.8	-1
60	2.5	-2
61	1.0	21
62	-0.9	3
63	-1.5	27
64	0.1	5

# Later entries
item	smiles	FBW7 act	MITF primary
65	CCN(CC)C(=O)C(=O)c1cccn1-c1ccccc1C#N	0.3	4
66	COc1ccc(OC)c(NC(=O)c2ccc3c(=O)n(-c4cc(OC)ccc4OC)c(=S)[nH]c3c2)c1	0.2	13
67	CC1=CC2=NC(=O)/C(=C\c3ccc(OC(=O)c4ccc(F)cc4)c(Cl)c3)C(=N)N2O1	1.1	3
68	COc1ccc(-c2cn3c(C)c(C(=O)Nc4cccc(NC(C)=O)c4)sc3n2)cc1	-0.1	-16
69	CNS(=O)(=O)c1cccc(C(=O)OC(C(=O)c2c[nH]c3ccccc23)c2ccccc2)c1 (stereo unspecified)	-0.1	-7
70	CCSc1nc2c(c(=O)[nH]1)C(c1cc(OC)c(OC)c(OC)c1)C1=C(CCCC1=O)N2 (stereo unspecified)	-0.1	-5
71	COc1ccc(Cc2nnc(N/N=C/c3cc([N+](=O)[O-])ccc3O)[nH]c2=O)cc1OC	-0.4	115*
72	COc1ccc(-n2nc(C(=O)N3CCCC3)c3ccccc3c2=O)c(OC)c1	0.0	-2

item	GPR151 ag	TEAD-YAP inh
65	-0.8	0
66	-1.5	3
67	-1.1	-12
68	1.7	-11
69	0.1	5
70	-0.2	2
71	1.8	-2
72	0.1	-3

# More results follow:
item	smiles	FBW7 act	MITF primary
73	COc1ccc(-c2cc(-c3ccccc3)nc(SCC(=O)Nc3cccc(C(F)(F)F)c3)c2C#N)cc1	-0.1	-1
74	Cc1cc(NCCN2CCOCC2)nc(Nc2ccccc2)n1	0.1	7
75	COc1ccc(C(=O)N/C(=C\c2ccc([N+](=O)[O-])cc2)C(=O)Nc2ccc(C)c(Cl)c2)c(Cl)c1	-0.1	-1
76	C=Cc1ccc(CN2C(=O)C(C)Sc3cc(OC)ccc32)cc1 (stereo unspecified)	0.0	-1
77	COc1ccc(Cn2cc([N+](=O)[O-])nc2C)cc1Cl	0.0	-2

item	GPR151 ag	TEAD-YAP inh
73	0.8	-5
74	-0.2	8
75	-0.2	-7
76	0.5	-4
77	0.8	6

# Single records, as listed above. Screens in order: FBW7 act | MITF primary | GPR151 ag | TEAD-YAP inh
# Listed for COc1ccc(-c2cc(-c3ccccc3)nc(SCC(=O)Nc3cccc(C(F)(F)F)c3)c2C#N)cc1 → -0.1 | -1 | 0.8 | -5
# Listed for Cc1cc(NCCN2CCOCC2)nc(Nc2ccccc2)n1 → 0.1 | 7 | -0.2 | 8

# Screening data: PubChem BioAssay, The Scripps Research Institute Molecular Screening Center
